TCR act: Activators of T cell receptors: qHTS campaign; Potency, µM (titrated, usually from 9.22 µM), for the others: at the highest dose activation of IL-2 secretion, most hits filed as activators; primary human leukocytes, anti-CD3, IL-2 HTRF, 48 h; 330,000 tested, under 10 active; also: % of control where 0% means no effect
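Primary human leukocytes incubated 48 hr with anti-CD3 beads plus compound, without co-stimulation. Secreted IL-2 measured by HTRF (europium cryptate/d2 anti-IL-2 pair, 320 nm excitation, 665 nm emission).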
TSG101-PTAP inh: qHTS Assay for Iinhibitors of HIV-1 Budding by Blocking the Interaction of PTAP/TSG101. Tumor susceptibility gene 101 protein (Homo sapiens), Q99816. Fluorescence polarization, FITC-PTAP peptide / Tsg101 binding. Potency, µM (titrated, usually from 115 µM), for inactives: at the top dose activity change, negative = inhibition, hits mostly inhibitors. 340,000 tested, under 10 active. AID 493005, 2010; active = well fitted inhibition curve with a large enough effect in the main read-out, with a control signal flat, not every such curve was filed as active; inconclusive = small, poorly fitted or top-dose-only effect, or effect the other way, or a change in a side signal; inactive = no such curve, though single readings can be large or run the other way; also: potency is read from the fitted curve at half-maximal effect; % of control where 0% means no effect
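Fluorescence anisotropy tracks displacement of a FITC-tagged PTAP peptide (50 nM) from the Tsg101 binding domain (10 uM), following a 20 min room-temperature incubation at pH 7.5.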
uPA surface inh: qHTS for Inhibitors of Cell Surface uPA Generation. AID 540303, 2011. 330,000 tested, 0.31% active. Potency, µM (series often up to 38.3 µM), without a hit: top-dose activity change, negative = inhibition, actives largely listed as inhibitors. cell surface uPA generation assay, qHTS; active = well fitted inhibition curve with a large enough effect; inconclusive = small, poorly fitted or top-dose-only effect; inactive = no such curve, though single readings can be large or run the other way; tested in mouse RAW 264.7 cells; also: potency is read from the fitted curve at half-maximal effect; % is scaled to controls: 0 for no effect and ±100 for the full control effect; nearly all actives have a fitted effect of over 55% in size
Tb PFK inh: qHTS Assay to Find Inhibitors of T. brucei phosphofructokinase; T. brucei PFK, ADP-Glo luminescence; Potency, µM (top dose mostly 57.5 µM), without a hit: top-dose activity, negative = inhibition, usual class: inhibitors; 330,000 tested, 0.17% active;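 also: potency is read from the fitted curve at half-maximal effect; 0% = uninhibited 1x PFK enzyme wells and -100% = no-enzyme wells; nearly all actives have a fitted effect of over 60% in size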
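ADP-Glo luminescence quantified ADP after 45 min at room temperature, with 1.25 nM T. brucei PFK, 0.1 mM ATP and 0.5 mM fructose-6-phosphate in pH 8.0 TEA buffer. qHTS titrations up to 57 µM; curves classified by quality.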
BCR signal inh: qHTS Assay to Find Inhibitors of Chronic Active B-Cell Receptor Signaling. ABC-DLBCL IkBa-CBG/CBR reporter, luminescence ratio, 4 h. Potency, µM (highest dose often 46.1 µM), for inactives: at the top dose ratio change, negative = lower green/red ratio, usual class: inhibitors. 340,000 tested, 0.05% active. AID 493014, 2011; active = well fitted inhibition curve with a large enough effect in the signal ratio, with a control signal flat, not every such curve was filed as active; inconclusive = small, poorly fitted or top-dose-only effect, or effect the other way, or a change in a side signal; the % refers to the signal ratio;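 also: potency is read from the fitted curve at half-maximal effect; plate controls were basal doxycycline-induced cells for no effect and cells given 10 µM MG132 for full effect; MG132 reads +100%, hits lower the ratio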
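Concentration-response series (up to 46 uM) were applied to TMD8 dual-reporter cells for 4 h at 37C with doxycycline. Green/red ratio, after filter-overlap correction, defined %Activity; red signal alone was normalised to basal cells and zero luminescence.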
Mito fusion act: qHTS Assay for Small Molecule Inhibitors of Mitochondrial Division or Activators of Mitochondrial Fusion; S. cerevisiae fusion-defective mutant growth rescue, CellTiterGlo 48 h; Potency, µM (series often up to 46.1 µM), inactives show at the top dose growth rescue (activation), most hits filed as activators; 320,000 tested, 0.23% active;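 also: potency is read from the fitted curve at half-maximal effect; % of control where 0% means no effect; nearly all actives have a fitted effect of over 45% in size; temperature-sensitive fusion mutants such as fzo1-1 at 37 °C on non-fermentable ethanol glycerol medium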
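Yeast fusion mutant, YPEG (non-fermentable carbon), compound, 48 h at 37C non-permissive; CellTiterGlo added, 10 min RT, luminescence read. Rescued growth = division inhibition.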
TSHR antagonist: Antagonists of the Thyroid Stimulating Hormone Receptor: HTS campaign | activity change, negative = inhibition, % at 11.5 µM | Thyrotropin receptor (Homo sapiens), P16473 | 330,000 tested, 0.2% active | TSHR-expressing cells, TSH-stimulated cAMP HTRF, 2 h; stronger effect = lower value | AID 504810, 2011;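 active = activity change below a set negative limit, meaning inhibition stronger than a set level, cut at about -70% in these data; inconclusive = activity change between two set negative limits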; also: % is scaled to controls: 0 for no effect and ±100 for the full control effect
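TSHR-expressing cells, 200/well, pre-treated with compound, then stimulated with EC80 TSH (4nM final) for 2 hours at 37 deg C. cAMP measured by competitive HTRF: anti-cAMP cryptate antibody in lysis buffer plus cAMP-d2, read after 30 minutes at room temperature.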
USP2a block: qHTS Assay for Inhibitors of Ubiquitin-specific Protease USP2a Using CHOP2 as the Reporter; Ubiquitin carboxyl-terminal hydrolase 2 (Homo sapiens), O75604; USP2 core, Ub-CHOP2 coupled fluorogenic reporter, 485/531; Potency, µM (top dose mostly 38.3 µM), for the others: at the top dose activity change, negative = inhibition, most hits filed as inhibitors; 330,000 tested, 0.01% active; AID 463254, 2010;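 also: potency is read from the fitted curve at half-maximal effect; plate controls were DMSO wells for no effect and full inhibition by NEM control for full effect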
Target sequence (O75604 whole entry, looked up): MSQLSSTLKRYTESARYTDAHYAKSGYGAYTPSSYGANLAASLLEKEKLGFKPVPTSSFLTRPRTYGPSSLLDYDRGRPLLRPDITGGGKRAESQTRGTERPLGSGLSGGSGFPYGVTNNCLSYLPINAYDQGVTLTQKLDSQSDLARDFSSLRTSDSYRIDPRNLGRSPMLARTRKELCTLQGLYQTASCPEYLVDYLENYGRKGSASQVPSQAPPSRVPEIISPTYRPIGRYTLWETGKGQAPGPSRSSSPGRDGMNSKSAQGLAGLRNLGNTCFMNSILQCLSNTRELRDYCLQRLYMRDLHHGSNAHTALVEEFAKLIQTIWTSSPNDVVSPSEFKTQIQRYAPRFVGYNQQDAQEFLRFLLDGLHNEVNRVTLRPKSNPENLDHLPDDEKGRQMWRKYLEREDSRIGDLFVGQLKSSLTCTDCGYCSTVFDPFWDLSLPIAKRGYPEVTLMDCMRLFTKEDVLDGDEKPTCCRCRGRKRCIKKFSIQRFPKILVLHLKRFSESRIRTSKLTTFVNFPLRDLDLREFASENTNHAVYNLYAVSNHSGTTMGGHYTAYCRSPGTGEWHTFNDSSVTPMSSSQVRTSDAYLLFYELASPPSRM
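USP2 core (10nM final) preincubated 30min RT with compound in 20mM Tris-HCl pH 8.0, 2mM CaCl2, 2mM beta-mercaptoethanol, 0.05% CHAPS; 25nM Ub-CHOP2 plus 25nM reporter substrate added, fluorescence (Ex485/Em531) read after 60min.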
ELG1 DNA repair: qHTS screen for small molecules that inhibit ELG1-dependent DNA repair in human embryonic kidney (HEK293T) cells expressing luciferase-tagged ELG1. HEK293T ELG1-luciferase reporter, luminescence, 16 h; DNA damage induced by 5-fluorouridine. 330,000 tested, 2.3% active. Potency, µM (top dose mostly 46.1 µM), for the others: at the top dose activity change, negative = inhibition, usual class: inhibitors; also: potency is read from the fitted curve at half-maximal effect; % is scaled to controls: 0 for no effect and ±100 for the full control effect; nearly all actives have a fitted effect of over 55% in size
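Quantitative HTS, concentration-response format. 2,000 cells/well co-treated with 5-fluorouridine and compound, 16 hr in 5% CO2 at 37 °C; ONE-Glo luminescence read after 30 min.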
B2AR arrestin: qHTS assay of beta-arrestin-biased ligands of beta2-adrenergic receptor; Potency, µM (series often up to 46.1 µM), without a hit: top-dose activation, actives largely listed as activators; Beta-2 adrenergic receptor (Homo sapiens), P07550; beta-arrestin recruitment to beta2AR, cell-based reporter; 330,000 tested, 0.02% active;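 also: potency is read from the fitted curve at half-maximal effect; 0% = DMSO controls and full agonism = EC100 isoproterenol or metaproterenol; nearly all actives have a fitted effect of over 65% in size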
Eya2 phos inh: qHTS Assay for Inhibitors of the Phosphatase Activity of Eya2. recombinant Eya2, OMFP fluorescence dephosphorylation (OMFP is methylfluorescein phosphate). Potency, µM (highest dose often 76.9 µM), without a hit: at the highest dose activity, negative = inhibition, usual class: inhibitors. 330,000 tested, 0.006% active. AID 488837, 2010; also: potency is read from the fitted curve at half-maximal effect; % is scaled to controls: 0 for no effect and ±100 for the full control effect
Target sequence (O00167 whole entry, looked up): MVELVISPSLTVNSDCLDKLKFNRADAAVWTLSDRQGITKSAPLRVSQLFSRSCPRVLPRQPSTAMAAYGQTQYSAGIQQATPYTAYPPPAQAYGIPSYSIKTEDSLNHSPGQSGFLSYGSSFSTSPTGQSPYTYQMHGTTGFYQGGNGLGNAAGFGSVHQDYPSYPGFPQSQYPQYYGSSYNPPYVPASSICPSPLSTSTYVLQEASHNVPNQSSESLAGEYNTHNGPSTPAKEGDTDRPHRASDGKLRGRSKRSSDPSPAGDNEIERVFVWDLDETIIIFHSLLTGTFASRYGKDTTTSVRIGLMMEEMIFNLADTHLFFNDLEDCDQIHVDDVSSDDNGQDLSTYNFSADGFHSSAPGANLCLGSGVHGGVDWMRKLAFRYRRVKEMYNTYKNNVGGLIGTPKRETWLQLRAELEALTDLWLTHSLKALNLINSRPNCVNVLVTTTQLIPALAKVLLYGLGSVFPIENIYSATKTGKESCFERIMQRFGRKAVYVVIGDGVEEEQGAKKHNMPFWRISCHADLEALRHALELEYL
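Eya2 (0.2 uM) preincubated 10 min at ambient with compound, then OMFP substrate added at 50 uM; 10 min reaction in 50 mM HEPES pH 7.5, 50 mM NaCl, 5 uM MgCl2, 0.05% BSA, 1 mM DTT. Fluorescence read at Ex 485/Em 525 nm.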
* = called active by the depositor; [ ] = dose if it differs, or a comment. Unless noted, calls follow the shape of the dose curve; as a rule, active = well fitted curve in the direction sought with a large enough effect; inconclusive = small, poorly fitted or top-dose-only effect, or another doubt; inactive = no such curve, though single readings can be large; an effect the other way counts as inactive or inconclusive.

C/C=C/C(=O)OCC(=O)Nc1c(Cl)cccc1Cl was read as TCR act -2%, TSG101-PTAP inh -1%, uPA surface inh 1%, Tb PFK inh -1%, BCR signal inh 8%, Mito fusion act 0%, TSHR antagonist -7, USP2a block 3%, ELG1 DNA repair 7%, B2AR arrestin 0.0% and Eya2 phos inh 9%.
`COc1ccc(Br)cc1/C=C/C(=O)NC(=S)Nc1ccc(CN2CCOCC2)cc1` gave TCR act -1%, TSG101-PTAP inh -4%, uPA surface inh inconclusive, Tb PFK inh -1%, BCR signal inh inconclusive, Mito fusion act -28%, TSHR antagonist -2, USP2a block 0%, ELG1 DNA repair -7%, B2AR arrestin -0.8% and Eya2 phos inh 20%.
For COc1cc(/C=C2\SC(N)=NC2=O)cc(OC)c1 the results were TSG101-PTAP inh 1%, uPA surface inh 2%, Tb PFK inh -7%, BCR signal inh inconclusive, Mito fusion act 3%, TSHR antagonist -15, USP2a block -1%, ELG1 DNA repair -25%, B2AR arrestin -0.7% and Eya2 phos inh 3%.
For O=C(COC(=O)/C(=C/c1cccs1)c1cccs1)NCc1ccccc1Cl the results were TCR act 2%[46.1 µM], TSG101-PTAP inh 0%, uPA surface inh 0%, Tb PFK inh 0%, BCR signal inh inconclusive, Mito fusion act inconclusive, TSHR antagonist 6, USP2a block 4%, ELG1 DNA repair -28%, B2AR arrestin 0.8% and Eya2 phos inh -6%.
`COc1ccc(-n2c(N)cc(=O)nc2SCC(=O)N2CCN(c3ccccc3)CC2)cc1` gave TCR act 3%, TSG101-PTAP inh -3%, uPA surface inh inconclusive, Tb PFK inh -2%, BCR signal inh 0%, Mito fusion act 2%, TSHR antagonist 2, USP2a block 0%, ELG1 DNA repair -1%, B2AR arrestin 0.4% and Eya2 phos inh -6%.
`COc1ccc(C(C(=O)NC2CCCCC2)N(C(=O)c2csnn2)C2CC2)cc1` (configuration not stated) gave TCR act 6%, TSG101-PTAP inh -4%, uPA surface inh -4%, Tb PFK inh 0%, BCR signal inh 0%, Mito fusion act 4%, TSHR antagonist 0, USP2a block 0%, ELG1 DNA repair 8%, B2AR arrestin 0.6% and Eya2 phos inh -5%.
Screening Cc1ccc(-n2nc3c(SCCN4CCOCC4)nnc(C)c3c2C)cc1 returned TCR act -6%[46.1 µM], TSG101-PTAP inh 0%, uPA surface inh -7%, Tb PFK inh 9%, BCR signal inh inconclusive, Mito fusion act -6%, TSHR antagonist 12, USP2a block 0%, ELG1 DNA repair inconclusive, B2AR arrestin -1.8% and Eya2 phos inh -11%.
Screening Cc1cccc(NC(=O)CCc2c(C)nn(-c3ccc(N4CCOCC4)nn3)c2C)c1 returned TCR act 4%, TSG101-PTAP inh -3%, uPA surface inh 0%, Tb PFK inh -4%, BCR signal inh 6%, Mito fusion act -1%, TSHR antagonist -9, USP2a block 1%, ELG1 DNA repair inconclusive, B2AR arrestin 0.5% and Eya2 phos inh 11%.
`CC(C)(C)N(Cc1ccccc1)C(=O)COC(=O)C1CCN(c2ccc(C(F)(F)F)cn2)CC1` gave TCR act 7%, TSG101-PTAP inh -1%, uPA surface inh -2%, Tb PFK inh -6%, BCR signal inh 3%, Mito fusion act 8%, TSHR antagonist -38, USP2a block -7%, ELG1 DNA repair 12%, B2AR arrestin -0.2% and Eya2 phos inh -13%.
CN(C)c1ccc(C2(O)C(=O)c3ccccc3C2=O)cc1 was read as TCR act 0%, TSG101-PTAP inh -6%, uPA surface inh 1%, Tb PFK inh -2%, BCR signal inh 1%, Mito fusion act 0%, TSHR antagonist -8, USP2a block 2%, ELG1 DNA repair 17%, B2AR arrestin -0.1% and Eya2 phos inh -1%.
COCCCNC(=O)c1c(N)n(/N=C/c2cccs2)c2nc3ccccc3nc12 was read as TCR act 0%, TSG101-PTAP inh 0%, uPA surface inh 6%, Tb PFK inh 2%, BCR signal inh inconclusive, Mito fusion act -1%, TSHR antagonist -12, USP2a block 5%, ELG1 DNA repair inconclusive, B2AR arrestin -0.2% and Eya2 phos inh -4%.
`Cc1cc2ncc(C(=O)Nc3ccccc3)c(C)n2n1` gave TCR act 3%, TSG101-PTAP inh -5%, uPA surface inh 11%, Tb PFK inh inconclusive, BCR signal inh inconclusive, Mito fusion act 0%, TSHR antagonist -4, USP2a block 6%, ELG1 DNA repair 17%, B2AR arrestin 0.3% and Eya2 phos inh 11%.
`COc1ccc(CN(C)C(=O)COC(=O)c2ccc(-c3ccccc3)cc2)c(OC)c1OC` gave TCR act 4%, TSG101-PTAP inh -2%, uPA surface inh -17%, Tb PFK inh -4%, BCR signal inh 9%, Mito fusion act 28%, TSHR antagonist -41, USP2a block 4%, ELG1 DNA repair -14%, B2AR arrestin 0.0% and Eya2 phos inh -26%.
`O=C(CCCSc1nc2ccccc2[nH]1)NCc1ccc(Cl)cc1` gave TCR act -1%[46.1 µM], TSG101-PTAP inh -4%, uPA surface inh 6%, Tb PFK inh -9%, BCR signal inh -2%, Mito fusion act -6%, TSHR antagonist -6, USP2a block 1%, ELG1 DNA repair inconclusive, B2AR arrestin -0.4% and Eya2 phos inh -2%.
`CCOc1ccc(NC(=O)[C@H](Cc2ccccc2)NC(=O)C2CCNCC2)cc1` gave TCR act -3%, TSG101-PTAP inh 2%, uPA surface inh 4%, Tb PFK inh 0%, BCR signal inh -13%, Mito fusion act 0%, TSHR antagonist 9, USP2a block 2%, ELG1 DNA repair inconclusive, B2AR arrestin -0.7% and Eya2 phos inh 2%.
O=C(CSc1nnc(-c2ccc(O)cc2)o1)NNC(=O)c1ccncc1 was read as TCR act -6%, TSG101-PTAP inh -1%, uPA surface inh 0%, Tb PFK inh -21%, BCR signal inh 1%, Mito fusion act 0%, TSHR antagonist 16, USP2a block -1%, ELG1 DNA repair 3%, B2AR arrestin 0.4% and Eya2 phos inh -5%.
`COc1ccc(CN(C)Cc2nc(Cc3ccccc3Cl)no2)cc1OC` gave TCR act 1%, TSG101-PTAP inh 0%, uPA surface inh 3%, Tb PFK inh -2%, BCR signal inh -20%, Mito fusion act 2%, TSHR antagonist -8, USP2a block 1%, ELG1 DNA repair inconclusive, B2AR arrestin -0.8% and Eya2 phos inh 1%.
For CCc1cc2c3c(c(=O)oc2cc1OC)CCCC3 the results were TCR act 2%, TSG101-PTAP inh -2%, uPA surface inh -5%, Tb PFK inh 0%, BCR signal inh -11%, Mito fusion act inconclusive, TSHR antagonist -7, USP2a block 1%, ELG1 DNA repair 0%, B2AR arrestin -0.3% and Eya2 phos inh 8%.
COc1ccc(N2CCN(c3ccc(C(N)=O)cc3[N+](=O)[O-])CC2)cc1 was read as TCR act 4%, TSG101-PTAP inh -8%, uPA surface inh 6%, Tb PFK inh -6%, BCR signal inh -3%, Mito fusion act 1%, TSHR antagonist -5, USP2a block 1%, ELG1 DNA repair 0%, B2AR arrestin 0.2% and Eya2 phos inh -16%.
Cc1cc(C)c(C#N)c(SCC(=O)N2CCN(Cc3ccccc3)CC2)n1 was read as TCR act -5%, TSG101-PTAP inh -5%, uPA surface inh 11%, Tb PFK inh 0%, BCR signal inh 5%, Mito fusion act 11%, TSHR antagonist -10, USP2a block 1%, ELG1 DNA repair inconclusive, B2AR arrestin -0.8% and Eya2 phos inh 1%.
COc1ccc(CN2CCN(C(=O)c3ccc4nc(N5CCOCC5)sc4c3)CC2)c(OC)c1OC was read as TCR act -3%, TSG101-PTAP inh -2%, uPA surface inh 6%, Tb PFK inh -3%, BCR signal inh inconclusive, Mito fusion act 0%, TSHR antagonist 12, USP2a block 4%, ELG1 DNA repair 21µM*, B2AR arrestin -0.5% and Eya2 phos inh 7%.
For CC(/C=N/NC(=O)c1cc(-c2ccc3ccccc3c2)n[nH]1)=C\c1ccco1 the results were TCR act -7%[46.1 µM], TSG101-PTAP inh 1%, uPA surface inh -10%, Tb PFK inh 0%, BCR signal inh inconclusive, Mito fusion act 10%, TSHR antagonist 3, USP2a block 1%, ELG1 DNA repair inconclusive, B2AR arrestin 0.0% and Eya2 phos inh -22%.
COc1ccc2[nH]c(=O)c(CN(Cc3ccco3)Cc3nnnn3Cc3ccccc3)cc2c1 was read as TCR act 1%, TSG101-PTAP inh 1%, uPA surface inh -11%, Tb PFK inh 0%, BCR signal inh inconclusive, Mito fusion act -8%, TSHR antagonist 40, USP2a block inconclusive, ELG1 DNA repair 0%, B2AR arrestin 0.3% and Eya2 phos inh -1%.
